# Bioassay records: PubChem BioAssay, National Center for Advancing Translational Sciences (NCATS)
# PTHR1 ag – PTHR1 (human) receptor agonism; Potency, µM (top dose mostly 115 µM), without a hit: at the highest dose activation, usual class: activators; HEK293 GP2 PTHR1 cells, GloSensor cAMP luminescence, 1 h; Q03431; AID 743266; 410,000 tested, 0.075% active; note: potency is the fitted concentration of half-maximal effect; nearly all actives have a fitted effect of over 55% in size; some results filed as inactive show a strong effect at the top dose; inactives centre near -15; many of its hits are not listed in these tables
#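 HEK-293-derived GP2 cells expressing PTHR1 and a GloSensor cAMP reporter, 3,000/well, plated overnight, given luciferin plus IBMX (each 0.5 mM as added) for 1 h at 37 °C, then compound for 1 h at 37 °C. Luminescence was read after 15 min at room temperature.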
# aSyn rescue – rescues yeast growth from alpha-synuclein toxicity | Yeast expressing alpha-synuclein, growth rescue, BacTiter-Glo, 24 h | Potency, µM (top dose mostly 46.1 µM), without a hit: top-dose growth rescue (activation), hits mostly activators | 370,000 tested, 0.14% active | AID 652106; note: potency is the fitted concentration of half-maximal effect; % of control where 0% means no effect; nearly all actives have a fitted effect of over 65% in size
#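 Rescue of yeast growth: cells expressing toxic alpha-synuclein, induced in galactose at OD600 0.02, incubated with compound 24 h at 30 C. ATP luminescence quantified growth; inhibitors of toxicity appear as activators.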
# GLP-1R inv ag – inverse agonists of human GLP-1 receptor; HEK293 GLP-1R CRE-luciferase, luminescence, 24 h; GLP-1R form is constitutively active; 410,000 tested, 1.6% active; Potency, µM (top dose mostly 38.3 µM), without a hit: top-dose activity change, negative = inhibition, hits mostly inhibitors; P43220; AID 624417; note: potency is the fitted concentration of half-maximal effect; % is set by controls: 0 for no effect and ±100 for the full control effect; nearly all actives have a fitted effect of over 55% in size
# Target sequence (P43220 whole entry, looked up): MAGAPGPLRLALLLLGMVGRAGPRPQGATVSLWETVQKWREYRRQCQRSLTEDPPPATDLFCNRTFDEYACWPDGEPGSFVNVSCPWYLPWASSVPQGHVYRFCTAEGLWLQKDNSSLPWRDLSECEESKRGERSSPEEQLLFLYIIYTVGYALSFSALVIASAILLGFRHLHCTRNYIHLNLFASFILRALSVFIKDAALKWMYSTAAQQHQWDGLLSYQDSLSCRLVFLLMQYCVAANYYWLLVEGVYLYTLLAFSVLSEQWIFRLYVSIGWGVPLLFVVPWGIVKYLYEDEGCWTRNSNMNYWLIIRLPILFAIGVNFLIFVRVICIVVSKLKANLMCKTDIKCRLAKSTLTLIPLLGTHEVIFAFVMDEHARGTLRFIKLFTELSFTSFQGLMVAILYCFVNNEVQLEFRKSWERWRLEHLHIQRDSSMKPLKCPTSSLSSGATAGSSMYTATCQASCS
#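 Using stably transfected HEK293 (constitutively active GLP-1R, cAMP-luciferase reporter), compounds were incubated 24 hr and luciferase measured by luminescence.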
# GLP-1R agonist – GLP-1 receptor (human) agonism; Potency, µM (series often up to 45.6 µM), without a hit: at the top dose activation, actives largely listed as activators; 380,000 tested, 0.007% active; P43220; AID 624172; HEK293 GLP-1R CRE-luciferase, luminescence, 4-6 h; cells express a hypersensitive GLP-1R form; note: potency is the fitted concentration of half-maximal effect; % of control where 0% means no effect
# DRD3 agonist – agonists of human D3 dopamine receptor; P35462; D3R DiscoveRx beta-arrestin cells, luminescence, 90 min; max activation, %; 410,000 tested, 0.58% active; in the data active = max activation above about 30%; note: 0% is about no effect; mostly tested at two doses, the higher about 12 µM
# Target sequence (P35462 whole entry, looked up): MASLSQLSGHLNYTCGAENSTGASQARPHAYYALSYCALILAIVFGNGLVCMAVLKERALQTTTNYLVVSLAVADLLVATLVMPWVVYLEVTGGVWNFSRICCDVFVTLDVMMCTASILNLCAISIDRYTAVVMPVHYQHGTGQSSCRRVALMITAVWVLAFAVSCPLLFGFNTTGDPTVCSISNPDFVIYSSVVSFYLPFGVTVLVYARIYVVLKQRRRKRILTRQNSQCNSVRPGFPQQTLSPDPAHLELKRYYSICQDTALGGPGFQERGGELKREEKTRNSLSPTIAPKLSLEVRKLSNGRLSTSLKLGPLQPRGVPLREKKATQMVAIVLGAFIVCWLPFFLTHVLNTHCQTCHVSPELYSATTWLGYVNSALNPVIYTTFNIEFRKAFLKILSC
#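 Cells at 1500/well, incubated overnight, then treated with pinned compounds (dopamine as control) for 90 min at 37 degrees C. DiscoveRx reagent added for 30 - 60 minutes at room temperature; luminescence read.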
# KB-V1 cytotox – KB-V1 MDR subline cytotoxicity; KB-V1 MDR cells viability, CellTiter-Glo, 72 h; Potency, µM (titrated, usually from 46.1 µM), without a hit: at the highest dose activity change, negative = cytotoxicity, actives largely listed as cytotoxic; 400,000 tested, 3.4% active; note: potency is the fitted concentration of half-maximal effect; % is set by controls: 0 for no effect and ±100 for the full control effect; nearly all actives have a fitted effect of over 60% in size
#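 Cytotoxicity via CellTiter-Glo luminescence after 72 h compound exposure at 37 degrees C. Cells: drug-selected KB-V1 line, DMEM phenol-red free plus 10% FBS. Compounds tested at multiple concentrations; normalized data fitted to concentration-effect curves.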
# TDP-43 yeast inh – inhibitors of TDP-43 toxicity in yeast. Potency, µM (doses to about 46.1 µM), without a hit: at the top dose growth rescue (activation), hits mostly activators. 410,000 tested, 1.8% active. AID 652104. TDP-43 expressing yeast growth rescue, BacTiter-Glo, 24 h; note: potency is the fitted concentration of half-maximal effect; % of control where 0% means no effect; nearly all actives have a fitted effect of over 50% in size
#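 Readout is BacTiter-Glo luminescence of cell growth, so inhibitors register as activators. TDP-43-expressing yeast at OD600=0.02 in galactose medium, after raffinose pregrowth to mid-log, were incubated with compound for 24 hr at 30 deg C.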
# GLP1R cytotox – cytotoxicity counter-screen for GLP-1 receptor inverse agonists | HEK293 cAMP-luciferase reporter cells, luminescence, 24 h | Potency, µM (titrated, usually from 38.3 µM), inactives show at the highest dose activity change, negative = inhibition, hits mostly inhibitors | 410,000 tested, 0.13% active | AID 624418;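 note: loss of luciferase light is scored as toxicity; potency is the fitted concentration of half-maximal effect; % is set by controls: 0 for no effect and ±100 for the full control effect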
#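 Here, cytotoxicity is scored as loss of luminescence. The MLSMR collection was tested on cells seeded in medium containing 10% Nu serum, with a 24 hr compound exposure preceded by 12 hours of culture.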
# DRD3 antagonist – blocks the human D3 dopamine receptor; P35462; D3R cells, DiscoveRx beta-arrestin luminescence, antagonist mode; stronger effect = lower value; max response, negative = inhibition, %; 360,000 tested, 2.5% active; AID 652054; in the data active = max response below about -50%; inconclusive = no clear call, values can overlap the other calls; note: % is set by controls: 0 for no effect and ±100 for the full control effect; mostly tested at two doses, the higher about 12 µM
#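 Cells expressing the human receptor were seeded at 1500 cells/well, incubated overnight at 37 degrees C in 5% CO2, then exposed to library compounds with dopamine controls for 90 minutes at 37 degrees C before luminescent detection.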
# Starred values were filed as active, the others as inactive; i = inactive; u = inconclusive; x = no result given; [ ] = remark or other dose. Unless noted, calls come from the whole dose curve; as a rule, active = well fitted curve in the direction sought with a large enough effect; inconclusive = small, poorly fitted or top-dose-only effect, or another doubt; inactive = no such curve, though single readings can be large; an effect the other way counts as inactive or inconclusive.
SMILES,PTHR1 ag,aSyn rescue,GLP-1R inv ag,GLP-1R agonist,DRD3 agonist,KB-V1 cytotox,TDP-43 yeast inh,GLP1R cytotox,DRD3 antagonist
CC(C)=CCOc1ccc2c(C)c(CC(=O)N3C[C@H]4C[C@@H](C3)c3cccc(=O)n3C4)c(=O)oc2c1C,-24%,14%,-7%,5%,9,-9%,-2%,13%,0
CCC(=O)Nc1ccc(NC(=O)CSc2nnnn2C2CCCC2)cc1C,i,0%,-4%,8%,0,44%,-3%,-2%,-3
CCCCOP(=O)(c1ccc(N(C)C)cc1)C(O)c1cc(OC)c(OC)c(OC)c1 (stereo not drawn),-11%,-3%,1%,3%,-6,-8%,-2%,14%,14
C=CCn1c(=O)c(C(=O)NCc2ccc3c(c2)OCO3)c(O)c2ccccc21,-9%,11%,-18%,16%,8,-10%,-21%,11%,2
Cc1cc(C)c(NC(=O)CC(C)(C)C)c(Cl)c1,-11%,2%,-11%,1%,6,0%,11%,-10%,11
O=C(NCc1ccco1)C1Cc2cc(Cl)ccc2O1 (stereo not drawn),i,6%,3%,11%,3,-4%,u,11%,-7
Cc1ccccc1CNC(=O)CC1C(=O)NCCN1CC1CCCCC1 (stereo not drawn),-11%,1%,3%,8%,3,-8%,-12%,9%,-7
CCOC(=O)c1ccccc1NC(=O)N1CCC(N2CCN(Cc3ccccc3)C(=O)C2=O)CC1,i,x,-14%,x,1,u,12%,-8%,x
O=C(/C=C/c1cccc(Cl)c1)OCC(=O)c1ccc[nH]1,i,-7%,16%,-3%,0,0%,14%,-2%,23
COc1ccc(-c2csc(NC(=O)c3cc(C)oc3C)n2)cc1OC,-36%[inhibitor],-6%,u,1%,1,u,9%,-6%,16
O=C(O)CCC(=O)Nc1ccc(N=Nc2ccccc2)cc1,i,2%,13%,0%,0,2%,-11%,9%,-10
CN(CC(=O)O)S(=O)(=O)c1cccs1,i,6%,5%,6%,1,25%,4%,22%,4

# Quoted at random: 3 records from the list, in no set order.
SMILES,PTHR1 ag,aSyn rescue,GLP-1R inv ag,GLP-1R agonist,DRD3 agonist,KB-V1 cytotox,TDP-43 yeast inh,GLP1R cytotox,DRD3 antagonist
CCOC(=O)c1ccccc1NC(=O)N1CCC(N2CCN(Cc3ccccc3)C(=O)C2=O)CC1,i,x,-14%,x,1,u,12%,-8%,x
COc1ccc(-c2csc(NC(=O)c3cc(C)oc3C)n2)cc1OC,-36%[inhibitor],-6%,u,1%,1,u,9%,-6%,16
O=C(O)CCC(=O)Nc1ccc(N=Nc2ccccc2)cc1,i,2%,13%,0%,0,2%,-11%,9%,-10

# The listing continues.
SMILES,PTHR1 ag,aSyn rescue,GLP-1R inv ag,GLP-1R agonist,DRD3 agonist,KB-V1 cytotox,TDP-43 yeast inh,GLP1R cytotox,DRD3 antagonist
O=C(COC(=O)c1ccc(Br)o1)NCc1cccs1,i,0%,-13%,0%,-1,1%,28%,-16%,-10
CS(=O)(=O)N(Cc1ccc(C(=O)NCCSc2ccccn2)cc1)c1ccccc1,-27%,-1%,33%,5%,16,5.8µM*,19%,-4%,5
Cc1ccccc1OCCC(=O)Nc1cccc(S(=O)(=O)Nc2ccccc2Cl)c1,-31%[inhibitor],4%,u,-1%,6,12µM*,-8%,-7%,2
CCN(CC)C(=O)Cn1c(=O)cc(C)c2c(C)nn(-c3cccc(Cl)c3C)c21,i,x,u,x,-10,3%,3%,-27%,x
CCOC(=O)c1cnc2c(ccc3ccccc32)c1NCCO,i,11%,-12%,8%,2,-1%,8%,-7%,20
COc1ccc(CC(=O)OCC(=O)Nc2ncc(Cl)cc2Cl)cc1,i,1%,10%,-4%,4,8%,29%,-9%,0
CCCN(c1c(C)n(C)n(-c2ccccc2)c1=O)S(=O)(=O)c1ccc(C)cc1,-16%,x,-4%,x,-5,-1%,0%,1%,x
Cc1ccc(NC(=O)CCN2CCN(C/C=C/c3ccccc3)CC2)cc1C,-13%,5%,u,-2%,-9,3.3µM*,4%,-10%,-7
COCCn1c(=N)c(C(=O)NCCc2ccc(OC)cc2)cc2c(=O)n3cccc(C)c3nc21,0%[57.5 µM],-13%,-1%,-5%,-15,0%,-12%,15%,0
Cc1cc(C)c(C)c(C(=O)C2OC(=O)C(C)(C)C(=O)C2(C)C)c1C (stereo not drawn),-17%,4%,-4%,-3%,2,17%,8%,-24%,-1
COc1cccc(C2=CC(c3cccs3)n3nnnc3N2)c1 (stereo not drawn),-92%[inhibitor],2%,5%,5%,-1,u,22%,33%[activator],-16
COc1ccc(CNC(=O)Cc2ccc(NC(=O)N3CCSc4ncccc43)cc2)cc1OC,-8%,x,9%,x,-4,3%,11%,19%,x
CC(C)c1nc(SCC(=O)N2CCCCCC2)c2c(=O)n(C)c(=O)n(C)c2n1,-28%,5%,8%,11%,11,u,20%,9%,37
CC(Sc1nnc(-c2cc3ccccc3o2)n1-c1ccccc1)C(=O)O (stereo not drawn),-21%[57.5 µM],-4%,3%,-12%,0,4%,6%,-7%,-19
Cc1c(Br)cc(C(=O)NCc2ccco2)c(C)c1C,i,0%,u,-2%,-11,-6%,u,-1%,28
O=C(Nc1cc2c3c(c1)CC(=O)N3CCC2)c1ccco1,i,-4%,54%[activator],9%,-6,2%,-22%,-5%,-9
COc1ccccc1N1CCN(C(=O)c2cc3c(-c4ccc(Cl)cc4)nn(C)c3s2)CC1,-12%,14%,-15%,4%,9,u,35µM*,5%,10
COc1cccc(CN2C[C@]34C=C[C@@H](C[C@@H]3S2(=O)=O)O4)c1,i,-7%,28%,-2%,10,u,8%,2%,0
COc1ccc(Br)cc1-c1nc(C)c(C(C)=O)n1O,i,2%,16%,-20%,-4,-18%,11%,9%,22
Cc1cccc(CSCCNC(=S)Nc2ccccc2)c1,i,-3%,u,0%,-5,18µM*,16µM*,u,-7
CCOC(=O)CCc1c(C)nc2ncnn2c1C,i,4%,0%,4%,1,6%,11%,-20%,15
Cn1nc(C(=O)N2CCN(c3ccccc3F)CC2)c2c1-c1ccccc1SC2,-14%,x,-7%,x,8,x,18µM*,1%,x
C[C@H]1CN([C@@H](C)CO)C(=O)c2cc(Br)cnc2O[C@H]1CN(C)Cc1ccc(Oc2ccccc2)cc1,7%,1%,u,-4%,-6,-2%,7%,9%,28
Cn1cccc1C(=O)N/N=C/c1c(Cl)cccc1Cl,-22%,4%,23%,3%,-3,-4%,u,0%,8
CCN1c2ccccc2-c2nc(SCC(=O)Nc3cc(OC)cc(OC)c3)ncc2S1(=O)=O,-2%,x,5%,x,0,-3%,4%,0%,x
CC(C)(C)OC(=O)NCC1CCN(S(=O)(=O)Cc2ccccc2)CC1,i,0%,-14%,1%,-1,2%,11%,4%,-9
COc1ccccc1CN1CCNC(=O)C1CC(=O)NCc1cn(C)nc1C (stereo not drawn),-21%,7%,5%,-5%,-1,u,21%,1%,10
CN(c1ccc(OCC(=O)OCC(=O)Nc2ccc([N+](=O)[O-])cc2)cc1)S(=O)(=O)c1cccs1,i,1%,0%,-17%,-2,1%,19%,-3%,-21
CCCNC(=O)C1=C(C)C(=O)OC12CCC(C)CC2 (stereo not drawn),-23%,-2%,11%,0%,0,-22%,16%,-4%,0
CC1CCc2nc(/C(C#N)=C/c3cccnc3)sc2C1 (stereo not drawn),-38%[inhibitor],4%,12%,17%,4,u,26%,18%,2
COc1ccc(C(=O)NCC(=O)Nc2ccc(F)cc2)cc1OC,u,-5%,0%,20%,-8,2%,-8%,9%,5
Cc1n[nH]c(C)c1C(=O)CC1(O)C(=O)N(Cc2ccccc2)c2ccc(Br)cc21 (stereo not drawn),-5%[57.5 µM],2%,-28%,0%,2,-23%,0%,-20%,19
CC1(C)CC(=O)c2cc(C(=O)NCc3ccco3)c(=O)n(-c3ccccc3)c2C1,-13%[57.5 µM],0%,-29%,15%,-9,-6%,-11%,1%,15
CSc1nc(C)cc(/C=C\c2ccccc2)c1C#N,i,4%,0%,0%,13,u,18%,0%,-10
Cn1c(=O)c2c(ncn2CC(=O)OCC(=O)NCc2ccc(F)cc2)n(C)c1=O,i,1%,14%,17%,1,20%,18%,3%,26
Cc1cc(C)c(NC(=O)c2ccc3nccnc3c2)c(C)c1,i,6%,u,-1%,-2,16%,-8%,-6%,7
O=C(Nc1cccc(C(F)(F)F)c1)Nc1cccs1,-47%[inhibitor],x,u,x,7,x,18%,-17%,x
O=C(C[n+]1ccc2ccccc2c1)c1ccc2ccc3ccccc3c2c1,-42%[inhibitor],5%,-5%,0%,-15,-10%,-4%,-24%,-78*
CC1(C)C(=O)OC(c2cccn2-c2ccc([N+](=O)[O-])cc2)C(C)(C)C1=O (stereo not drawn),-14%,0%,15%,-6%,1,5%,4%,-2%,16
COC(=O)C1CCN(C(=O)CN(C)Cc2ccc(C(C)(C)C)cc2)CC1,i,2%,-21%,6%,-6,5%,0%,3%,8
Oc1c(C=Nc2ccccc2)sc(=S)n1Cc1ccccc1,-31%[inhibitor],3%,-20%,15%,-18,-25%,-14%,-16%,-21
CC(C)(C)C(=O)NCc1ccc(C(=O)CSc2nnc(C3CC3)n2C2CC2)s1,-29%,0%,-5%,-4%,4,-14%,15%,2%,4
CCCCN(C)C(=O)c1cc2cc([N+](=O)[O-])cc(OC)c2oc1=O,-27%,6%,3%,-1%,2,-5%,-13%[9.22 µM],u,-2
Cc1ccnc2c1ccc1c(C)ccnc12,u,25%,u,14%,-18,u,12%,u,-100*
CC(C)(/C=N/O)/[N+]([O-])=C/c1ccccc1,i,0%,8%,-1%,8,-5%,1%,u,-3
CCOC(=O)c1ccc(NC(=O)N2CCOCC2)cc1,-15%,0%,-2%[7.66 µM],0%,-5,-3%,-22%,-7%[7.66 µM],-4

# These rows are one share of the data; count on the stated rates, not on these rows.
